# Screens: PubChem BioAssay, Small Molecule Screening Facility, UW Madison
# PriA SSB inh = inhibitors of Klebsiella pneumoniae PriA binding to SSB C-terminal tail, primary screen, biochemical, AlphaScreen | AlphaScreen SSBct-PriA binding, biotinylated peptide | inhibition, % at 33 µM | hit rate 0.6% among 430,000; in the data active means inhibition mostly above about 37%, no sharp cut-off; inactive means mostly below about 20%;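 further: plate controls were negative control peptide for no effect and reference peptide for full effect; strong numbers were not always called active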
# Numbers without * were called inactive; & = joins results of further samples. Some of the compounds tested. The share of hits here may be higher or lower than overall.
SMILES,PriA SSB inh
COc1ccc2c(c1)CCC1C2CCC2(C)C(=O)/C(=C/c3ccc(OC(F)F)cc3)CC12 (stereo not given),4.0
COc1ccc(C)c2sc(N(Cc3ccccn3)C(=O)c3ccc(Cl)s3)nc12,7.0
O=C(NCCn1ccc(-c2ccncc2)n1)c1cc2ccccc2o1,-11.0
CC(=O)Nc1ccc(SCC(=O)Nc2ccc3c(c2)OCO3)nn1,-7.0
O=C(O)c1cccc(NN=C(N=Nc2ccccc2)c2ccccc2)c1,28.5
Cn1nc(N2CCC(C(=O)Nc3nc4ccc(S(C)(=O)=O)cc4s3)CC2)ccc1=O,-8.0
Cc1nc(N2CCCC2)nc(C)c1NS(=O)(=O)c1cccs1,-17.0
COc1ccc(CCNC(=O)C[C@@H]2Sc3ccc(C(F)(F)F)cc3NC2=O)cc1OC,-16.0
O=C(NCc1ccnc(-c2cccs2)c1)c1cccc(-n2cccn2)c1,4.0
O=C(CSc1nccc2ccccc12)c1ccccc1,-17.0
Cn1c(NN=Cc2cccs2)nc2c1c(=O)n(Cc1ccccc1)c(=O)n2C,4.5
CC(=NNC(=O)c1nnn(-c2nonc2N)c1C)c1ccc(-c2ccccc2)cc1,1.2
NC(CCS(=O)(=O)c1ccc(Cl)cc1)=NOC(=O)c1ccc(Cl)cc1,-4.3
COc1cccc2c1O[C@@H](C)C(=O)N(c1cccc(Br)c1)C2,0.0
O=C(CCSc1ccccc1)N1CCC(n2c(=O)[nH]c3ccc(F)cc3c2=O)CC1,-22.0
CN(C)S(=O)(=O)c1ccc(C(=O)N2CCN(c3ccc4nncn4n3)CC2)cc1,-5.0
O=C(Cc1ccccc1)Nc1nnc(-c2cccc(Cl)c2)o1,-28.0
CONC=C(C=Nc1ccccc1)c1ncc(C(F)(F)F)cc1Cl,-7.6
O=C(COc1ccccc1F)Nc1ccc(S(=O)(=O)N2CCN(c3cnccn3)CC2)cc1,1.0
Cc1c(NC(=O)c2sc3nc(-c4ccccc4)cn3c2C)c(=O)n(-c2ccccc2)n1C,-14.0
Cn1cnnc1SCc1ccc(O)c2ncccc12,125.0*
CCCN1C(=O)C(=c2sc3nc(=O)c(Cc4ccc(C)cc4)nn3c2=O)c2ccccc21,-5.8
O=C(Cn1cnc2c([nH]c3ccccc32)c1=O)N1CCN(c2ccc(Cl)cc2)CC1,-5.0
Cc1cc(NC(=O)CSc2nc3sc(C)c(C)c3c(=O)n2-c2ccccc2)no1,-18.0&-4.0
COc1ccc(C(=O)NCC(=O)NN=Cc2c(C)[nH]c3ccccc23)cc1OC,-1.6
O=C(NCCC1=CCCCC1)C(=O)Nc1ccc(F)cc1,-9.0
CN(C)CCN(C(=O)Nc1ccc2c(c1)OCO2)C1CCOCC1,-10.0
CCOc1ccc(Nc2nc(NCCC3=CCCCC3)nc(N3CCOCC3)n2)cc1,-18.0
Cc1nn(-c2ccccc2)c2c1C(=NO)CC(C)(C)C2,8.0
CN(C)c1ccc(CCNS(=O)(=O)Cc2ccc(Cl)cc2)cc1,15.0
O=c1[nH]c2nc(NCc3cccc(C(F)(F)F)c3)ncc2c(=O)n1Cc1ccccc1F,47.0
Cc1ccc(C(=O)NCCC2=CCCCC2)cc1,-12.0
Cc1nc(NS(=O)(=O)c2ccccc2)sc1C(=O)NCc1cccs1,-7.0
COC1(CNC(=O)c2ccc(-c3ccsc3)cc2)CCSC1 (stereo not given),-6.0
Cc1ccc2cc(/C=N/Nc3nc4ccccc4c(=O)n3-c3ccccc3C)c(Cl)nc2c1,-1.0
O=C(CCSc1ccccc1)N1CCC(c2ccsc2)CC1,-15.0
O=C(c1cccc(C(F)(F)F)c1)N1CCS[C@H](c2ccccc2)CC1,-9.0
COc1ccc(Nc2cc(C)nc(Nc3ccc(NS(=O)(=O)c4cc(OC)c(C)cc4C)cc3)n2)cc1,-15.0
CC(/C=C/c1ccccc1)=NNC(=O)CCc1ccccc1,-1.4
Cn1nc2cc(Br)ccc2c1C(=O)N1C2C=CCC1CC2 (stereo not given),-7.0
CCOc1ccc(NC(=O)c2ccc(SCC(=O)O)c(S(=O)(=O)N3CCOCC3)c2)cc1,0.0
CCCCn1c(SCc2nc(-c3ccccc3)no2)nc2ccccc2c1=O,-6.0
CC(=O)Nc1ccc(C(=O)N2CCN(CCn3cccn3)CC2)cc1,-5.0
O=C(Nc1cnc(N2CCN(c3ccccc3)CC2)nc1)C1CCCC1,-7.0
COc1ccc(CC(=O)N2CCC(Oc3ncccc3Br)CC2)cc1OC,-9.0
COC1(OC)C(/C=C\c2ccc(Cl)cc2)C(C#N)(C#N)C1(OC)OC (stereo not given),4.8
Cc1cc(C)c(C([O-])=C(C(=S)Nc2ccc(SC(F)F)cc2)[n+]2ccccc2)cc1C,3.8
COc1ccc(C(=O)C(C#N)=NNc2ccccc2[N+](=O)[O-])cc1,9.6
CCN(CC)CCN1C(=O)C(=O)C(=C(O)c2ccc(S(=O)(=O)N3CCOCC3)cc2)C1c1ccc(C(C)C)cc1 (stereo not given),-14.2
COCCNC(=O)c1cn(-c2ccc(C)c(C)c2)nn1,-8.0
# The list goes on:
SMILES,PriA SSB inh
COc1ccc(CC(=O)Nc2cnc(OC)nc2N2CCCC2)cc1,-7.0
COc1cccc(OCC(=O)NCC(OC)c2ccccc2C)c1 (stereo not given),-15.0
CCOc1ccc(S(=O)(=O)Nc2ccc3c(c2)CN(S(=O)(=O)CC)CC3)cc1C,1.0
CCN1C(=O)Cc2cc(NS(=O)(=O)c3ccc(OC)c(Cl)c3)ccc21,3.0
O=C(NCCCn1ccnc1-c1ccccc1)C(=O)Nc1ccc(OC(F)(F)F)cc1,-2.0
O=S(=O)(c1ccccc1F)N1CCC(Oc2cccnn2)CC1,-17.0
CC1=C(C(=O)Nc2ccccc2)C(c2ccco2)C(C#N)=C(SCC(=O)Nc2nccs2)N1 (stereo not given),6.0
COc1ccc(C)c2sc(NC(=O)CCCS(=O)(=O)c3ccc(Cl)cc3)nc12,1.0
CCOC(=O)c1sc(C(=O)c2ccc(S(=O)(=O)N3CC4(C)CC3CC(C)(C)C4)cc2)c(C)c1C (stereo not given),-17.0&9.0
COc1ccccc1-n1c(CNC(=O)c2ccco2)nnc1SCC(=O)Nc1cc(C(F)(F)F)ccc1Cl,2.0

# Exported tab-delimited: entries from further up
Molecule	PriA SSB inh
COc1ccc(CC(=O)Nc2cnc(OC)nc2N2CCCC2)cc1	-7.0
COc1cccc(OCC(=O)NCC(OC)c2ccccc2C)c1 (stereo not given)	-15.0
CCOc1ccc(S(=O)(=O)Nc2ccc3c(c2)CN(S(=O)(=O)CC)CC3)cc1C	1.0
CCN1C(=O)Cc2cc(NS(=O)(=O)c3ccc(OC)c(Cl)c3)ccc21	3.0
O=C(NCCCn1ccnc1-c1ccccc1)C(=O)Nc1ccc(OC(F)(F)F)cc1	-2.0

# The list goes on:
SMILES,PriA SSB inh
C[n+]1ccc(C(=O)NN=Cc2ccco2)cc1,2.7
CSc1ccccc1C(=O)NCC(O)c1csc2ccccc12 (stereo not given),-1.0
Cc1noc(C)c1CC(=O)N1CCC2(CC1)OCCS2,5.0
N#Cc1ccc(CSc2cnc3ccccc3n2)cc1,-28.0&-3.0
COCC(=O)N1CCCC[C@H](c2ccc(F)cc2)C1,1.0
Cc1ccc(OC2CCN(C(=O)c3c(F)cccc3Cl)CC2)nn1,5.0
CC(=NO)c1cc(Cl)cc(Cl)c1O,-10.0
CC(=O)Nc1ccc(S(=O)(=O)Nc2ccc3c(c2)C(=O)NCC3)c(C)c1,-12.0
CC(=NOCC(=O)Nc1nc2ccccc2s1)c1ccccc1,0.9
CC1(C)COc2cc(NC(=O)c3ccc(-c4ccccc4)cc3)ccc2NC1=O,-4.0
O=C(NCC(Cc1cccc(F)c1)N1CCNC1=O)c1ccc(=O)[nH]c1 (stereo not given),-6.0
Cc1c(C)[n+]([O-])cn1C(CC(C)C)C(=O)O (stereo not given),-4.0
CCn1cccc(-c2nnc(SCC(=O)Nc3cc(Cl)ccc3OC)n2C)c1=O,-3.0
Cc1cc(CCNC(=O)c2cccs2)on1,-11.0
O=C(CCCCCn1nnc2ccccc2c1=O)Nc1cccnc1,-7.0
O=C(c1ccc[nH]c1=O)N1CCSC(c2ccccc2Cl)CC1 (stereo not given),-5.0
CCOc1ccccc1C=NNc1cnn(Cc2ccccc2)c(=O)c1Cl,-11.6
O=C(Cn1cccc1)NC1CCN(c2nccs2)C1 (stereo not given),3.0
COC(=S)NC(=NS(=O)(=O)c1ccc(Cl)cc1)c1ccccc1,-7.8
Cc1nc2c(SCC(=O)NCc3ccco3)nnc(-c3ccccc3)c2s1,3.0

# 3 compounds drawn at random from those above:
SMILES,PriA SSB inh
Cc1cc(CCNC(=O)c2cccs2)on1,-11.0
COC(=S)NC(=NS(=O)(=O)c1ccc(Cl)cc1)c1ccccc1,-7.8
O=C(c1ccc[nH]c1=O)N1CCSC(c2ccccc2Cl)CC1 (stereo not given),-5.0

# New compounds follow
SMILES,PriA SSB inh
O=c1[nH]c(=S)c2c(n1Cc1ccc(F)cc1)CCCC2,-18.0
O=C(CSc1nc2c(cnn2-c2ccc(Cl)cc2)c(=O)[nH]1)NC[C@H]1CCCO1,-13.0
COc1ccc(S(=O)(=O)N2CCC(Cn3cccn3)CC2)cc1C,-3.0
Cc1cc(S(=O)(=O)NCCOc2cc(N3CCCCC3)ncn2)ccc1F,9.0
O=C1CC(c2nc(-c3cccs3)no2)CN1Cc1ccc(Cl)cc1 (stereo not given),-19.0
COc1cccc(C(=O)Nc2ccc3c(c2)CC(=O)N3C)c1OC,29.0
Cc1ccc(C2c3cccn3CCN2S(=O)(=O)N(C)C)cc1 (stereo not given),-2.0
O=C(NCC[C@H](O)c1ccccc1)NCc1ccc(Cl)cc1,-16.0
O=C(CSc1nc(-c2ccccc2)cc(=O)[nH]1)NCCc1ccccc1,-20.0
ON=Cc1cccc[n+]1CCCCCC[n+]1ccccc1C=NO,-1.6
COc1ccc(Cl)cc1NC(=O)Cn1ncn2nc(-c3ccc(F)cc3)cc2c1=O,-1.0
Cc1cccc(CS(=O)(=O)Nc2ccc3c(c2)OCC(C)(C)C(=O)N3)c1,-3.0
CCCNC(=O)CSc1nc(-c2ccc(C)cc2)[nH]c1S(=O)(=O)c1ccccc1,2.0
O=C(c1cccs1)N1CCN(Cc2nc(-c3ccccc3)cs2)CC1,-9.0
O=S(=O)(NCC1CCN(c2cnccn2)CC1)c1cccc2ccccc12,0.0
Clc1cc2c(cc1CSc1nccc(-c3ccc4c(c3)OCO4)n1)OCO2,-1.0
Cn1cc(CC(=O)N2CCN(CC(O)C3CC3)CC2)c2ccccc21 (stereo not given),11.0
COc1ccc(NC(=O)CN2CCC(C(=O)NCc3ccncc3)CC2)c(OC)c1,6.0&8.0
O=C1CCCC(=O)N1CCS(=O)(=O)N1CCN(c2ccccc2)CC1,-19.0
O=C(O)CC(CC(=O)NCCc1ccsc1)c1cccs1 (stereo not given),-3.0

# Filtered by structure: the compounds so far with a COOH group (4)
SMILES,PriA SSB inh
O=C(O)c1cccc(NN=C(N=Nc2ccccc2)c2ccccc2)c1,28.5
CCOc1ccc(NC(=O)c2ccc(SCC(=O)O)c(S(=O)(=O)N3CCOCC3)c2)cc1,0.0
Cc1c(C)[n+]([O-])cn1C(CC(C)C)C(=O)O (stereo not given),-4.0
O=C(O)CC(CC(=O)NCCc1ccsc1)c1cccs1 (stereo not given),-3.0

# Following part.
SMILES,PriA SSB inh
O=C(NN=Cc1cccs1)C1COc2ccccc2O1 (stereo not given),-9.6
O=C(NCc1ccco1)c1cn(CC2CCCO2)cc2c(=O)n(-c3ccccc3)nc1-2 (stereo not given),1.0
Cc1nc(-c2cccs2)sc1-c1ccc(SCC(=O)Nc2nccs2)nn1,-3.0
COc1cc(Cn2cc(CC(=O)NCc3cccs3)c3ccccc32)cc(OC)c1,-10.0&7.0
O=C(OC1CN(c2nc3ccccc3s2)C1)C1CCCN1S(=O)(=O)c1cccs1 (stereo not given),1.0
Cc1[nH]c(=O)[nH]c(=O)c1CCC(=O)Nc1ccc(F)c(Cl)c1,1.0
O=C(NN=Cc1ccc(Br)cc1)c1cc[n+](Cc2ccccc2)cc1,18.5
CCOc1ccc(-c2noc(Cn3nc(-c4ccccc4F)ccc3=O)n2)cc1OC,-15.0
COc1cccc(C(=O)Nc2ccc3c(c2)N(C(=O)c2ccco2)CC3)c1OC,-5.0
Cc1nc(-c2cccs2)sc1CNC(=O)C1CCC1,-9.0
Cn1ncc(C#N)c1N=CN1CCOCC1,-10.6
CN(CC1CCCO1)S(=O)(=O)c1ccc(C(=O)Nc2nc(-c3cccnc3)cs2)cc1 (stereo not given),9.2
CC(=NNC(=O)c1cccc(S(=O)(=O)N2CCCC2)c1)c1ccco1,-0.5
O=C(NN=Cc1c[nH]c2ccc(Br)cc12)c1ccccn1,-7.0
Cc1ccc(C)c(NC(=O)C2COc3ccccc3C2)c1 (stereo not given),1.0
CC1Cc2cc(C(O)=C3C(=O)C(=O)N(CCCn4ccnc4)C3c3ccc(F)cc3)ccc2O1 (stereo not given),10.4
O=C(CCCc1ccccc1)N1C2CCCC1CN(Cc1ccccc1)C2,-10.0
COc1ccc(NS(=O)(=O)c2cccc(C(=O)NN=Cc3cccs3)c2)cc1,-11.8
Cc1nnc(C2CCN(C(=O)c3sc(-n4cccc4)nc3C)CC2)s1,-3.0
O=C(COc1ccc(Cl)cc1Cl)Nc1ccc(O)c(-c2nc3ccccc3s2)c1,-12.0
CCOC(=O)CC(=O)CSC1=NS(=O)(=O)c2cc(F)ccc2N1,-11.0
O=C(c1c(F)cccc1Cl)N(Cc1cccs1)C1CCOCC1,-1.0
COc1ccc(C=NNC(=O)c2cccc(S(=O)(=O)N3CCCC3)c2)cc1O,-8.3
Cc1ccc(-c2nc(C#N)c(N3CCN(C(=O)c4ccc(Cl)cc4)CC3)o2)cc1,-20.0
COC1(OC)C(/C=C\c2ccc(C)cc2)C(C#N)(C#N)C1(OC)OC (stereo not given),-14.0
O=C(c1nc2ccccc2s1)N1CCC(CSCc2ccco2)CC1,-9.0
CCOc1ccc(-n2c(SCC(=O)Nc3nc(C)cs3)nnc2-c2c[nH]c3ccccc23)cc1,-12.0
CCN(CC)CCN(C(=O)c1ccnn1C)c1nc2c(C)ccc(C)c2s1,-5.0
O=c1n(CCNS(=O)(=O)C2CC2)nc(-c2cccnc2)n1C1CC1,-20.0
Cc1noc(C)c1CCC(=O)NCCn1ccc(-c2ccsc2)n1,-7.0
